# Screens from PubChem.
# TRHR ag = activates the human TRH receptor. 360,000 compounds, 0.18% hits. TRHR cells, calcium flux fluo-8, FDSS agonist mode. P34981. activation, % at 2 µM; in the data active = activation above about 30%; also: 0% is about no effect
# Target sequence (P34981 whole entry, looked up): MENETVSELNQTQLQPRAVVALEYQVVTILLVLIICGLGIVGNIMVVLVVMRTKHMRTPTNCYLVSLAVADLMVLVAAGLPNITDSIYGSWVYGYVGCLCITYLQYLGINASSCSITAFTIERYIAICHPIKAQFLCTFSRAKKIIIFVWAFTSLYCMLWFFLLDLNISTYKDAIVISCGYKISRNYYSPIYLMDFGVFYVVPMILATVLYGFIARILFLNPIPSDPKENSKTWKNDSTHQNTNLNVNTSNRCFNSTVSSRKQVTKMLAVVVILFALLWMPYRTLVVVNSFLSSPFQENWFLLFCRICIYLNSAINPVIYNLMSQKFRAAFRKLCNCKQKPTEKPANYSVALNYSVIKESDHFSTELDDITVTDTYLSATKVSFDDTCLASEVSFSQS
#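 Fluo-8-loaded TRHR cells; 10 s baseline, compound added, kinetic Ca2+ fluorescence read 1/s, agonist mode.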
# TrxR1 inh = blocks rat thioredoxin reductase 1 | O89049 | recombinant rTrxR1, NADPH fluorescence consumption, selenite substrate | Potency, µM (titrated, usually from 114 µM), inactives show top-dose activity change, negative = inhibition, most hits filed as inhibitors | 390,000 compounds, 1% hits | AID 588453; also: potency is read from the fitted curve at half-maximal effect; % is scaled to controls: 0 for no effect and ±100 for the full control effect; nearly all actives have a fitted effect of over 65% in size
#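 Rat TrxR1 (90 nM in the dispensed reagent) was pre-reduced with 400 uM NADPH for 5 min at room temperature, then incubated with compound for 15 min. After 400 uM selenite was added, NADPH fluorescence (Ex 340/Em 450 nm) was followed for 8 min.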
# TrxR1 substrate = rat thioredoxin reductase 1 substrate activity. 390,000 compounds, 0.01% hits. purified TrxR1 substrate turnover, NADPH consumption readout. Potency, µM (top dose mostly 114 µM), for the others: at the top dose activity change, negative = substrate turnover. AID 588456; also: potency is read from the fitted curve at half-maximal effect; % is scaled to controls: 0 for no effect and ±100 for the full control effect; nearly all actives have a fitted effect of over 50% in size
#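 Rat TrxR1, dispensed at 90 nM, was prereduced with 400 uM NADPH (final) for 5 min at ~22 deg C, then incubated with compound 15 min before 400 uM selenite. A first-read NADPH fluorescence drop versus no-compound background flagged substrates.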
# D2 ag = agonists of human D2 dopamine receptor | activation, % at 2 µM | 340,000 compounds, 0.53% hits | HEK293 T-REx D2 cells, calcium flux agonist mode;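 active = activation over 3 SD above normal in the single-dose calcium agonist read, cut at about 30% in these data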; also: 0% is about no effect
# Target sequence (P14416 whole entry, looked up): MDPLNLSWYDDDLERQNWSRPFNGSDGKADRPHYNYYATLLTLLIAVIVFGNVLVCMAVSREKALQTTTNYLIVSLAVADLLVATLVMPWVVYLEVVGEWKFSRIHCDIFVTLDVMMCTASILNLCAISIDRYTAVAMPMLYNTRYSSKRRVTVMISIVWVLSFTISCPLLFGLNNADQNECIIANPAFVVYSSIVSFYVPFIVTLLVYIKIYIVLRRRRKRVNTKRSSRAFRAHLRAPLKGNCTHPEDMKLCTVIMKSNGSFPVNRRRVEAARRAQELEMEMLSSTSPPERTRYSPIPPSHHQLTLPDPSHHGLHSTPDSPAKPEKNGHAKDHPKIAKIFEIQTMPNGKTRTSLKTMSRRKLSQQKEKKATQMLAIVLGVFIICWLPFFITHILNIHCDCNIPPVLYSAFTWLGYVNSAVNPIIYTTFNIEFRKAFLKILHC
#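 In this primary screen, compounds producing a positive calcium signal within 180 s of addition to tetracycline-induced, force-coupled HEK293 Trex D2 cells are flagged; cells are dye-loaded with a no-wash calcium kit beforehand.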
# PI4K2A block = inhibitors of human PI4K2A; Q9BTU6; purified PI4K2A, ADP-Glo luminescence, 1 h; hits give low values; activity change, negative = inhibition, % at 76.9 µM; 420,000 compounds, 0.13% hits; in the data active = activity change below about -50%; inconclusive = mostly about -30% to -49%;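 also: -100% = wells without enzyme as full effect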
#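 Compounds are screened against recombinant PI4K2A using PI as substrate and ATP, the latter dispensed at 300 microM. Reactions run one hour at ambient temperature before ADP-Glo detection; full inhibition defined by wells lacking enzyme.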
# USP1-UAF1 inh = inhibitors of human USP1/UAF1 deubiquitinase. O94782. recombinant USP1/UAF1, Ub-Rhodamine cleavage fluorescence. Potency, µM (titrated, usually from 57.1 µM), inactives show at the highest dose activity change, negative = inhibition, usual class: inhibitors. 390,000 compounds, 0.23% hits. AID 743255; also: potency is read from the fitted curve at half-maximal effect; % is scaled to controls: 0 for no effect and ±100 for the full control effect; nearly all actives have a fitted effect of over 60% in size; inactives centre near -12
#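 In this screen, compounds sit with the deubiquitinase complex (1nM) for 15 min at room temperature before Ub-Rho is added at 150nM final. Fluorescence rise is then followed for 6 reads every 60 seconds.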
# D2 antagonist = D2 dopamine receptor (human) antagonism. HEK293 TREx D2 cells, calcium flux, dopamine EC80. inhibition, % at 10 µM. 340,000 compounds, 2% hits; in the data active = inhibition above about 30%; also: 0% is about no effect
#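 Dopamine at EC80 is the agonist stimulus; test compounds precede it by 180 s. Calcium flux read kinetically in a force-coupled, inducible HEK293 T-REx D2 cell line.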
# mIDH1 inhibitor = blocks human mutant IDH1 R132H enzyme | O75874 | Potency, µM (titrated, usually from 76.6 µM), for the others: top-dose activity change, negative = inhibition, usual class: inhibitors | IDH1-R132H enzyme, NADPH consumption, diaphorase/resazurin fluorescence | 390,000 compounds, 0.093% hits | AID 602179; also: potency is read from the fitted curve at half-maximal effect; % is scaled to controls: 0 for no effect and ±100 for the full control effect; nearly all actives have a fitted effect of over 65% in size
#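 IDH1-R132H (0.5 ug/mL) preincubated 30 min with compound, then NADPH (0.016 mM) and alpha-KG (2 mM) added; 80 min at RT, pH 7.5. Remaining NADPH coupled via diaphorase/resazurin to fluorescence (540/590 nm); concentration-response curves normalized to no-enzyme control.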
# TRHR PAM = allosterically enhances the human TRH receptor; P34981; TRHR cells, fluo-8 calcium fluorescence, EC20 TRH enhancement; enhancement, % at 2 µM; 360,000 compounds, 0.66% hits; AID 493056; in the data active = enhancement above about 30%; also: 0% is about no effect
#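 Enhancer read-out: after compound pinning and an initial kinetic agonist-mode read, an EC20 of TRH (10 nM final) was injected and fluo-8 calcium signal (Ex 480/Em 530) followed at 1 s/cycle for 100 cycles in TRHR-expressing cells.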
# Starred values were filed as active, the others as inactive; ? = inconclusive; · = not tested or not shown; [ ] = dose if it differs, or a comment. Unless noted, calls follow the shape of the dose curve; as a rule, active = well fitted inhibition curve with a large enough effect; inconclusive = small, poorly fitted or top-dose-only effect; inactive = no such curve, though single readings can be large or run the other way. Compounds as they come (roughly 3.9% active in at least one column).
entry | SMILES | TRHR ag | TrxR1 inh | TrxR1 substrate | D2 ag | PI4K2A block | USP1-UAF1 inh | D2 antagonist | mIDH1 inhibitor | TRHR PAM
1 | Cc1ccc(S(=O)(=O)N2CCN(C(=O)CCCOc3cccc(C)c3)CC2)cc1 | -0.5 | 27.8% | -4.1% | -0.7 | 5.2 | -12.1% | 3.0 | 2.0% | 1.5
2 | Cc1ccc(Cn2c(CNC(=O)c3cccc(C)c3)nc3ccccc32)cc1 | -0.7 | 18.1% | 3.0% | · | 2.2 | -8.3% | · | 5.8% | -14.2
3 | COc1ccc(CCCc2nnc(SCC(=O)Nc3ccccc3F)o2)cc1C | 0.6 | 39.2%[activator] | 5.5% | -0.5 | -0.5 | -22.3% | · | -6.9% | 0.5
4 | N#C/C(=C\c1ccc(N2CCOCC2)o1)c1nc2ccccc2[nH]1 | -0.4 | ? | 5.9%[57.1 µM] | 0.3 | -5.2 | 25.1µM* | -0.9 | -2.5% | 2.6
5 | CC(=O)c1cccc(NS(=O)(=O)c2c(C)noc2C)c1 | 0.1 | 21.7%[11.4 µM] | 13.1%[11.4 µM] | 0.3 | 0.5 | -7.7% | -2.8 | 0.3% | -5.3
6 | O=C(Nc1ccc(F)cc1)C(=O)C1C(=O)Nc2ccccc21 (stereo not given) | 0.8 | 2.7% | -3.9% | -0.5 | -2.8 | -17.2% | -12.7 | -10.1% | 19.5
7 | O=C(Nc1cc(N2CCCCC2)ncn1)c1ccc(F)cc1 | 0.1 | -12.5% | -14.2% | -0.7 | -0.2 | -8.6% | -9.0 | -5.6% | -3.2
8 | Cc1ccc(OC(=O)c2ccncc2)c(C)c1 | -0.3 | 14.0%[2.29 µM] | -0.4% | -0.5 | -2.4 | -12.6% | -0.8 | 0.8% | 3.7
9 | Cc1ccc(C)c(S(=O)(=O)NCC(=O)NCc2ccco2)c1 | 0.2 | -4.9% | -5.1% | -0.2 | -0.8 | -15.4% | 8.4 | 6.4% | -4.9
10 | COc1cc2c(c3ccccc13)CCCC2=O | · | 7.4% | 210.7%[activator] | · | -1.6 | -18.6% | · | 8.6% | ·
11 | CC1CCN(C(=O)CN(Cc2ccc(Cl)cc2)S(C)(=O)=O)CC1 | -0.2 | 29.4% | 4.2% | 1.2 | -2.8 | -8.0% | 3.2 | 9.3% | -0.2
12 | COc1cccc(/C=C/c2nc(C#N)c(N3CCC(C(N)=O)CC3)o2)c1 | -0.6 | 79.4µM* | · | -0.3 | -3.6 | -8.4% | · | 2.2% | -4.1

# (list continues)
entry | SMILES | TRHR ag | TrxR1 inh | TrxR1 substrate | D2 ag | PI4K2A block | USP1-UAF1 inh | D2 antagonist | mIDH1 inhibitor | TRHR PAM
13 | CC(C)c1ccc(S(=O)(=O)N2CCN(C(C)C(=O)Nc3ccccc3-c3ccccc3)CC2)cc1 (stereo not given) | -0.1 | -1.7% | -15.8% | 0.8 | 3.4 | -8.8% | 0.0 | 2.8% | -7.0
14 | Cc1nc2ncnn2c(C)c1CCC(=O)N1CCOCC1 | 0.2 | 13.6%[57.1 µM] | 3.0%[57.1 µM] | 1.1 | -2.1 | -12.2% | 1.3 | -0.4% | -3.5
15 | COCCn1c(SCC#N)nnc1-c1ccc(OC)cc1 | -0.6 | 7.8% | 7.0% | -1.4 | 2.0 | -5.4% | 54.6* | -4.3% | -30.3
16 | CC(NC(=O)c1cccc(S(=O)(=O)N2CCN(C)CC2)c1)C1CC2CCC1C2 (stereo not given) | 0.1 | 49.0%[57.1 µM] | 9.2%[57.1 µM] | 4.7 | -0.8 | -13.6% | 2.2 | 6.4% | 4.2
17 | C#CCOCCOCCOCCNc1nc(N2CCN(C(=O)Cn3cc(CCO)nn3)CC2)nc(N2CCN(C(=O)[C@H]([C@@H](C)CC)n3cc(CCCCN)nn3)CC2)n1 | · | -5.0% | -1.8% | · | -4.8 | -23.8% | · | 2.5%[38.3 µM] | ·
18 | Cc1cc(NS(=O)(=O)c2ccc(NC(=O)c3ccc([N+](=O)[O-])s3)cc2)nc(C)n1 | · | -3.0% | 1.3% | · | 0.6 | -22.0% | · | 2.2% | ·
19 | c1ccc2[nH]c(C3CC3)nc2c1 | -0.3 | 4.3%[57.1 µM] | 0.5%[57.1 µM] | 1.0 | 5.4 | -22.4% | 19.3 | 1.0% | 6.4
20 | COc1ccc(NC(=O)N2CCCC2C(=O)Nc2ccc(C)cc2C)cc1 (stereo not given) | -0.1 | 5.7%[57.1 µM] | 2.7%[57.1 µM] | 1.1 | -1.6 | -1.7% | 0.3 | -1.8% | 5.0
21 | NS(=O)(=O)c1ccc(NS(=O)(=O)c2ccc(NC(=S)Nc3ccccc3)cc2)cc1 | 0.7 | ? | 9.0%[57.1 µM] | 2.4 | -2.8 | -12.0% | 29.5 | -15.4% | -6.0
22 | O=C(CSc1ccc(Cl)cc1)NC(=O)NC1CCCC1 | 0.1 | -8.7% | -18.9% | -0.2 | -5.8 | -11.3% | -6.2 | 0.0% | -0.5
23 | CC1=C(c2ccccc2)C=NNCC1=O | · | 4.4%[57.1 µM] | -9.1%[57.1 µM] | · | -6.7 | -8.5% | · | 16.4% | ·
24 | CCN(CC(=O)NCc1ccc(Cl)cc1)C(=O)CSc1ccccc1 | 0.5 | 15.0% | 0.9% | -0.9 | 1.8 | -17.9% | -4.4 | 3.3% | -0.4

# Later entries:
entry | SMILES | TRHR ag | TrxR1 inh | TrxR1 substrate | D2 ag | PI4K2A block | USP1-UAF1 inh | D2 antagonist | mIDH1 inhibitor | TRHR PAM
25 | Cc1ccc(S(=O)(=O)N(C)CC(=O)N2CC(C)OC(C)C2)cc1 (stereo not given) | 0.1 | 28.7% | 9.0% | 1.6 | -0.7 | -32.5% | -7.0 | -2.1% | 0.4
26 | COc1ccccc1CNC(=O)C(Cc1ccccc1)NS(=O)(=O)c1ccc2c(c1)oc(=O)n2C (stereo not given) | -0.1 | 15.7% | 5.9% | -0.1 | -0.9 | -3.2% | · | -15.8% | -6.6
27 | CCOC(=O)C1=C(N)OC2=C(C(=O)CCC2)C1c1ccccc1OC (stereo not given) | -1.2 | 15.6% | 3.3% | -2.3 | 5.3 | -10.0% | -3.4 | -4.2% | -5.2
28 | O=C(COc1ccc(C2SCCS2)cc1)Nc1ccc(Cl)cc1 | 0.5 | 21.7% | 3.7% | -0.3 | -2.0 | -20.1% | -1.0 | -8.3% | -5.6
29 | Cc1ccsc1C(=O)N1CCCC(CCC(=O)NCc2ccc(F)c(F)c2)C1 (stereo not given) | -4.4 | 17.4% | 3.1% | -2.2 | 0.2 | -21.8% | -1.1 | -4.1% | 4.6
30 | Cc1nc2cc(NC(=O)Nc3ccc(N4CCOCC4)cc3)ccc2n1C | 0.6 | 0.5%[57.1 µM] | 8.6%[57.1 µM] | · | 3.5 | -16.0% | · | 5.8% | 1.9
31 | CCCCN(C(=O)CC1CCCC1)c1c(N)n(CCC)c(=O)[nH]c1=O | 1.3 | 1.7% | 1.3% | 0.4 | -1.1 | -15.9% | 8.7 | 4.5% | -0.1
32 | CCOC(=O)c1nc(Nc2ccc(C)cc2)c2ccccc2n1 | -1.0 | 22.7%[57.1 µM] | 4.2%[11.4 µM] | -0.7 | -9.7 | -7.7% | 0.9 | 8.3% | -0.5
33 | CC(=O)N1CCN(CC(=O)Nc2cccc(S(=O)(=O)N3CCCCC3)c2)CC1 | · | 5.6%[2.29 µM] | 1.9%[2.29 µM] | · | -2.3 | -3.5% | · | -3.2% | ·
34 | O=C(Nc1ncn[nH]1)c1ccc(Cl)c(Cl)c1 | -0.3 | ? | -10.0% | -0.2 | 6.1 | -11.1% | -7.3 | 2.8% | 3.8
35 | O=[N+]([O-])c1ccc(N2CCN(S(=O)(=O)c3ccc(Cl)cc3)CC2)cc1NCC1CCCO1 (stereo not given) | -0.6 | 16.0% | 3.7% | 1.1 | 11.2 | -20.4% | -18.4 | 0.1% | 13.1
36 | CCCNC(=O)c1onc(CSc2ccc(F)cc2)c1C(=O)NCCOC | -0.1 | 12.9% | -3.6% | 0.0 | 1.9 | -17.5% | -2.7 | 14.5% | 0.7

# Additional structures
entry | SMILES | TRHR ag | TrxR1 inh | TrxR1 substrate | D2 ag | PI4K2A block | USP1-UAF1 inh | D2 antagonist | mIDH1 inhibitor | TRHR PAM
37 | COc1ccccc1NS(=O)(=O)c1ccc(C)c(NC(=O)NC2CCCCC2)c1 | 0.2 | -11.6%[57.1 µM] | -0.2%[57.1 µM] | 0.4 | -1.0 | -2.0% | 29.3 | 1.5% | -4.1
38 | Nc1cc([N+](=O)[O-])ccc1OCc1ccccc1 | · | -24.4% | -15.1% | · | -1.8 | -10.1% | · | 8.6% | ·
39 | COc1cccc(C(=O)NN2CC(O)=C(c3nc4ccccc4n3C)C2=N)c1 | 0.7 | · | · | -0.2 | · | · | -10.7 | · | -1.1
40 | O=C(CN(Cc1ccc(F)cc1)C(=O)c1ccco1)NCc1ccc(F)cc1 | -0.3 | 9.2%[57.1 µM] | 9.4%[57.1 µM] | -0.6 | 5.7 | -20.3% | -12.9 | -4.3% | -2.8
41 | O=C(CSc1nnc(-c2ccco2)n1Cc1ccco1)Nc1ccccc1 | -0.4 | -16.1% | -6.1% | -1.3 | -2.6 | -16.4% | 0.3 | 5.2% | -7.9
